Arrestin-AP2 inh: inhibitors of beta-arrestin/AP2 binding, primary screen, biochemical, GPCR trafficking, flow cytometry. beta-arrestin 1 C-terminal peptide binding to AP2 beta2-adaptin appendage (human). FITC-arrestin peptide / GST-AP2 beads; AP2 beta2 appendage carries R879A mutation. inhibition, % at 10 µM. actives 0.31% (n = 340,000). AID 504490, 2011;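 active = inhibition above a set limit, near 3 SD of compounds lacking own fluorescence, cut at about 54% in these data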;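 note: plate controls were DMSO wells for no effect and 5 µM unlabelled arrestin peptide for full effect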
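System: GST-AP2 R879A glutathione beads. Medium: PBS with 0.05% Tween 20 and 0.1% BSA. Also added: FITC-arrestin peptide, 50 nM. Incubation: 12 min plus 1 h, RT. Measured by: high-throughput flow cytometry of beads, ex 488, em 535 nm. Evaluation: percent drop in bead-associated FITC signal.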
DAGLB inhibitor: DAGLB lipase inhibitors, primary screen, biochemical, fluorescence, HTS; Diacylglycerol lipase-beta (Homo sapiens), Q8NCG7; inhibition, % at 5.17 µM; HEK293T DAGLB membrane lysate, EnzChek fluorogenic substrate; actives 0.059% (n = 340,000); in the data active = inhibition above about 34%;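 note: 0% = enzyme with vehicle and 100% = wells lacking enzyme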
Target sequence (Q8NCG7 whole entry, looked up): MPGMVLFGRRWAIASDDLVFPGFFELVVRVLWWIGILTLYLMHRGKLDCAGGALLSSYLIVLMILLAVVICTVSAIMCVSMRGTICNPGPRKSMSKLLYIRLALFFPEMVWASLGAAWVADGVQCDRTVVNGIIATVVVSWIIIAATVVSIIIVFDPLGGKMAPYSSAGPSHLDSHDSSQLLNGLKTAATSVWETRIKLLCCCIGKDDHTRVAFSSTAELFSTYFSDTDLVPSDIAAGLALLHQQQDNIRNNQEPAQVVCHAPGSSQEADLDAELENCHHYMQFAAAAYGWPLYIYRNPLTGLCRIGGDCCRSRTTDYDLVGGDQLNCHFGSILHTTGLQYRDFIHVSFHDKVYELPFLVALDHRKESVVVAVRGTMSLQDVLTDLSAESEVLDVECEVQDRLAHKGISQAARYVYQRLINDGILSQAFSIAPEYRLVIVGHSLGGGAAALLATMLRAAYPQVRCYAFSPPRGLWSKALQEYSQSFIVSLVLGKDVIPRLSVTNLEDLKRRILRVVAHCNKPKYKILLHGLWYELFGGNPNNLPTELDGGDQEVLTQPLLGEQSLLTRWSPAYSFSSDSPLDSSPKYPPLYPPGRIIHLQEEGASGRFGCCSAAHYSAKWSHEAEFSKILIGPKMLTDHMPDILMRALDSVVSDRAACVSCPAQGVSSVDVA
PKA-R2B act: activators of PKA-R2B holoenzyme, primary screen, biochemical, fluorescence polarization, Cy5-IP20, human. cAMP-dependent protein kinase catalytic subunit beta (Homo sapiens) + cAMP-dependent …. actives 0.079% (n = 340,000). PKA-R2B holoenzyme dissociation; R2B truncated from residue 108, S112A mutant; 0% DMSO only, 100% 113 µM cGMP. activation, % at 11.4 µM;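 active = activation above a cutoff set at the mean over all compounds plus 3 SD, cut at about 18% in these data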;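 note: higher means more holoenzyme dissociation and a rise in polarization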
Target sequence (P31323 whole entry, looked up, other chains not shown, the tested form may be a part): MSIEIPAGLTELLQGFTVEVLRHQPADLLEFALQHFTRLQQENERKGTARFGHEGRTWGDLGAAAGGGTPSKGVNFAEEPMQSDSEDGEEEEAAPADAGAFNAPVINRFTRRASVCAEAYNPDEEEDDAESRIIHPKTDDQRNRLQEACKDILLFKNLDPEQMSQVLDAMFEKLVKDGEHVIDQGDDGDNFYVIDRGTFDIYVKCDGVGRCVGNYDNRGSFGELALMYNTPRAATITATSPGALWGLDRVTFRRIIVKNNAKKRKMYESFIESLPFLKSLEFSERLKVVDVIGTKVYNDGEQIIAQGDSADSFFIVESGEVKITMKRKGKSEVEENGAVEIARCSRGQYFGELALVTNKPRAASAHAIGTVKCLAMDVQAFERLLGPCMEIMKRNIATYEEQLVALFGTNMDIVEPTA
V-ATPase pHluor: regulators of yeast V-ATPase proton pumping, primary screen, pHLuorin cytosolic pH fluorescence | S. cerevisiae | response, % at 10 µM | actives 0.37% (n = 350,000) | AID 504577, 2011; in the data active = response mostly above about 7.3%, no sharp cut-off; inactive = mostly below about 5.4%; note: actives read high; inactives centre near 0; some compounds called inactive have numbers as strong as hits; reference of the scale not given here
MOR-DOR ag: agonists of OPRM1-OPRD1 heterodimerization, primary screen, cell-based, luminescence; AID 504326, 2011; Mu-type opioid receptor (Homo sapiens) + Delta-type opioid receptor (Homo sapiens), …; activation, % at 9.3 µM; cells; actives 0.3% (n = 340,000); in the data active = activation above about 18%;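 note: 0% = vehicle-treated cells and 100% = reference agonist; values of inactives mirror those of a sister screen read the other way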
OPRM1-OPRD1 inv: inverse agonists of MOR-DOR heterodimerization, primary screen, cell-based, luminescence; Mu-type opioid receptor (Homo sapiens) + Delta-type opioid receptor (Homo sapiens), …; inhibition, % at 9.3 µM; cell-based MOR-DOR heterodimer luminescence, inverse agonism; actives 0.21% (n = 340,000); in the data active = inhibition above about 22%, passing the limit was not always enough;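 note: 0% = cells with DMSO and 100% = wells without cells with DMSO; values of inactives mirror those of a sister screen read the other way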
PKA-R1A act: activators of PKA-R1A holoenzyme, primary screen, biochemical, fluorescence polarization, Cy5-IP20, bovine R1A, mouse PKAc | actives 0.083% (n = 340,000) | activation, % at 11.4 µM | AID 504707, 2011 | PKA-R1A dissociation; scaled: DMSO 0%, 113 µM cGMP 100% | cAMP-dependent protein kinase type I-alpha regulatory subunit (Bos taurus) + …;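 active = percent activation above the mean of all tested compounds plus 3 SD, cut at about 19% in these data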;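 note: higher means more PKAc released from R1A so a rise in polarization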
Pemphigus Ab inh: inhibitors of pemphigus antibody binding to DSG3, primary screen, biochemical, bead-based, flow cytometry, scFv-GFP; actives 0.48% (n = 310,000); Desmoglein-3 (Homo sapiens), P32926; binding (percent of control), % at 10 µM; DSG3-coupled beads, scFv-anti-DSG3-GFP binding; hits give low values; AID 588358, 2011;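 active = binding more than 3 SD below its plate's average and above zero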;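 note: hits lower antibody fragment binding to DSG3; some compounds called inactive have numbers as strong as hits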
HTR5A inv ctr: HTR5A inverse agonists in luminescence cell assay, primary screen, counter-screen for OPRM1-OPRD1 heterodimer inverse agonist project, full-deck HTS; 5-hydroxytryptamine receptor 5A (Homo sapiens), P47898; HTR5A cell line, inverse agonism; inhibition, % at 9.3 µM; actives 0.083% (n = 340,000); AID 504634, 2011; in the data active = inhibition mostly above about 23%, no sharp cut-off; inactive = mostly below about 18%;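 note: 0% = cells with DMSO and 100% = no-cell wells with DMSO; some compounds called inactive have numbers as strong as hits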
HTR5A ag: HTR5A agonists in luminescence cell assay, primary screen, counter-screen for OPRM1-OPRD1 heterodimer agonist project, full-deck HTS | 5-hydroxytryptamine receptor 5A (Homo sapiens), P47898 | cell-based | activation, % at 9.3 µM | actives 0.61% (n = 340,000) | AID 504692, 2011; in the data active = activation mostly above about 9.5%, no sharp cut-off; inactive = mostly below about 7.6%;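 note: 0% = cells with vehicle only and 100% = reference agonist; strong numbers were not always called active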
Starred values were filed as active, the others as inactive; . = no result given.

SMILES	Arrestin-AP2 inh	DAGLB inhibitor	PKA-R2B act	V-ATPase pHluor	MOR-DOR ag	OPRM1-OPRD1 inv	PKA-R1A act	Pemphigus Ab inh	HTR5A inv ctr	HTR5A ag
Cc1ccc(-n2c(C)cc(/C=C(\C#N)C(=O)NCC3CCCO3)c2C)cc1 (configuration not stated)	26	0	-4	-1	-3.5	19	8	102	12	1
COC(=O)/C(C#N)=C/c1ccc(N2CCOCC2)c([N+](=O)[O-])c1	-6	-1	5	0	-1.6	8	-3	.	10	1
O=c1[nH]c(CO)nc2c1oc1ccccc12	73*	-1	4	-1	-0.8	4	-7	98	27	-2
Cc1c(C#N)c(O)n(C)c(=O)c1N=Nc1ccc(S(N)(=O)=O)cc1	44	3	-6	-1	-2.8	15	-16	91	-15	-5
c1ccc(SCc2nc(-c3ccccn3)no2)cc1	6	2	-6	-1	1.3	-7	-19	110	-16	1
C=CCN(CC=C)C(=O)Nc1ccc2nc(C)sc2c1	11	-1	-2	-5	-1.3	6	-6	116	11	5
Cc1ccc(NC2CCCN(C(=O)CCc3cn[nH]c3)C2)cc1C (configuration not stated)	19	2	-7	-2	-1.3	9	2	98	-16	0
COc1ccc2[nH]c(C(=O)N3CCNCC3)cc2c1OC	3	-2	-2	-4	-1.4	6	-13	99	13	-3
COc1ccc(CNC(=O)CN(c2ccccc2OC)S(=O)(=O)c2cccs2)cc1	5	1	5	0	-1.5	6	-4	105	4	-1
O=C(c1cc(-c2ccco2)on1)N1CCCc2ccccc21	18	5	-9	-2	0.5	-3	-15	95	-3	1
CCOc1ccc(CCNC(=O)CCc2nc3ccccc3[nH]2)cc1OCC	-6	2	-5	0	-1.9	10	-2	102	7	-7
CC(C)CCNC(=O)C1CCC(CNS(=O)(=O)c2cccc3nsnc23)CC1 (configuration not stated)	-10	-1	-3	-2	-1.6	8	-12	105	-7	-3
CCOc1ccc(S(=O)(=O)NCC2CCCO2)cc1 (configuration not stated)	-4	1	-1	4	-1.8	11	8	107	-9	1
Cc1ccc(-c2nc(NCCCN(C)C)c3ccccc3n2)cc1	.	-3	-10	-2	.	.	-1	99	.	.
Cc1cc(Cl)ccc1NC(=O)CCC(=O)O	-2	1	-3	1	-1.3	7	-4	97	14	7
Cc1c(C(=O)OCC(=O)N(C)C2CCS(=O)(=O)C2)oc2ccc(Br)cc12 (configuration not stated)	2	1	-12	-3	-2.6	13	1	103	-28	-2
COc1ccccc1Nc1ncnc2ccc(C)cc12	-13	-3	-3	1	-1.5	8	0	106	-16	-1
CCOc1ccc(N=Nc2c(C)[nH]n(-c3ccccc3)c2=O)cc1	-9	-4	-4	0	2.2	-12	-5	107	19	11
O=C(NC1CCCCC1)C(c1ccco1)N(C(=O)c1csnn1)c1ccccc1 (configuration not stated)	-3	-2	-6	4	-1.7	9	2	103	-37	0
COc1ccc(C2NC(=O)c3ccccc3N2)cc1OC (configuration not stated)	-3	1	-2	-3	-2.6	14	-9	101	0	-2
O=C(OCc1ccccc1)N1CCCC2CC1c1ccccc12 (configuration not stated)	.	-9	-4	1	.	.	-6	.	.	.
O=C(NCCCN1CCOCC1)c1ccc2c(=O)n(Cc3ccccc3)c(=S)[nH]c2c1	3	0	-6	0	-1.4	7	4	108	-18	2
CC(C)(CNC(=O)c1cc2c(s1)CCCC2)N1CCOCC1	-6	-1	13	-8	-2.4	12	2	101	7	0
O=C(O)c1ccccc1-c1ccccc1C(=O)Nc1ccccc1-c1ccccc1	10	4	8	-2	-1.6	8	0	124	10	-3
Cc1ccc(C(=O)NC2CCN(CC(=O)NCc3cccs3)CC2)cc1	-8	0	-1	-2	0.1	-1	-3	122	-18	-1
More results
SMILES	Arrestin-AP2 inh	DAGLB inhibitor	PKA-R2B act	V-ATPase pHluor	MOR-DOR ag	OPRM1-OPRD1 inv	PKA-R1A act	Pemphigus Ab inh	HTR5A inv ctr	HTR5A ag
Cc1ccc(S(=O)(=O)N2CCN(Cc3cc4c(cc3Br)OCCO4)CC2)cc1	-5	-9	6	5	0.9	-4	-8	92	-21	9
CNc1nc(Cl)c(SC)c(NCc2ccc(F)cc2)n1	-13	-2	3	-4	2.4	-12	-1	101	3	-1
Cc1ccc(/C=C/C(=O)OCC(=O)N(C)c2c(N)n(Cc3ccccc3)c(=O)[nH]c2=O)o1	.	2	-5	-1	.	.	6	98	.	.
COc1ccc(Nc2nnc(SCC(=O)Nc3cc(C)on3)s2)cc1	26	16	5	-2	1.1	-6	-4	91	0	0
C=CCNC(=O)COC(=O)c1ccc(Cl)c(S(N)(=O)=O)c1	-1	-2	8	0	1.5	-7	5	98	-15	6
CCOC(=O)C1CCN(C(=O)CCS(=O)(=O)c2ccc3c(c2)n(C)c(=O)c(=O)n3C)CC1	6	2	-2	1	0.9	-5	0	107	11	-4
COc1cc(/C=N/Nc2ccc([N+](=O)[O-])cc2S(=O)(=O)N2CCOCC2)cc(OC)c1OC	-9	0	-6	1	-2.5	13	-1	96	-2	1
CC1(C)Cc2c(sc3nc(-c4cccs4)n(N)c(=O)c23)CO1	-3	3	-11	0	2.2	-12	-2	102	-27	0
COc1ccc(S(=O)(=O)N2CCCCCC2)cc1C(=O)N1CCCC(C(F)(F)F)C1 (configuration not stated)	0	-2	-8	-2	-2.2	11	-14	109	-15	6
COc1ccc(C(CNC(=O)c2ccc(S(=O)(=O)Nc3cccc(C)c3C)cc2)N2CCOCC2)cc1 (configuration not stated)	1	0	-1	-7	-4.2	17	-1	.	10	-3
CCN(CC(=O)NC1CCS(=O)(=O)C1)S(=O)(=O)c1cc([N+](=O)[O-])ccc1C (configuration not stated)	-5	2	2	2	-0.2	1	-9	107	7	3
O=C(O)c1cc2c(cc1NC(=O)c1c(F)cccc1F)OCCCO2	10	3	1	-5	-1.0	7	-5	.	8	3
CNS(=O)(=O)c1cccc(C(=O)NCC(c2cccs2)N(C)C)c1 (configuration not stated)	-6	1	-10	-2	8.2	-41	-8	95	8	-2
O=C1CNC(=O)/C1=C\c1ccc(O)cc1	-4	2	-16	2	-4.5	22	-14	108	-29	0
COc1ccc(OCC(=O)N/N=C/c2ccncc2)cc1	19	0	-1	1	0.3	-2	4	118	11	2
CCN(CC)S(=O)(=O)c1cccc(C(=O)NC2=NCCS2)c1	2	0	2	-1	-3.6	18	-5	126	7	-2
CCOc1ccccc1N1CCN(C(=O)Nc2cccc(Cl)c2)CC1	-2	-5	-13	4	-1.4	8	-2	74	-42	3
CC(C)C(NS(=O)(=O)c1cccc2nsnc12)C(=O)N1CCn2c1nc1ccccc12 (configuration not stated)	7	-1	-10	-3	.	.	-2	102	.	.
S=C(NCCN1CCOCC1)Nc1cccc2ccccc12	-18	1	5	0	0.8	-5	-12	100	-1	0
O=C1C=CC(=O)N1	-2	1	-7	0	0.7	-4	5	96	-33	0
COc1ccc(-c2c(C#Cc3ccsc3)c3cc(-c4cccc5[nH]ccc45)ccc3n2C)cc1	3	-3	2	0	-1.3	8	-2	99	16	5
O=C1CCCC(=O)C1C(c1ccc(Cl)cc1)C1C(=O)CCCC1=O	17	0	2	0	-0.8	3	2	109	-9	3
CC(=O)c1cccc(-n2nnnc2SCC(=O)Nc2cc(C)on2)c1	-3	-3	0	2	-1.9	10	-8	76	3	-1
CCOc1cc(C(=O)OCC(=O)Nc2ncc(Cl)c(C)c2Cl)ccc1OCC(=O)N1CCOCC1	4	2	-2	-1	-0.5	3	-1	98	-11	3
Cc1ccc(S(=O)(=O)N(CC(=O)Nc2ccc(C)c(Cl)c2)C(=O)N2CCN(C)CC2)cc1	-6	1	-8	2	-1.5	10	-1	100	-12	-2
(next part)
SMILES	Arrestin-AP2 inh	DAGLB inhibitor	PKA-R2B act	V-ATPase pHluor	MOR-DOR ag	OPRM1-OPRD1 inv	PKA-R1A act	Pemphigus Ab inh	HTR5A inv ctr	HTR5A ag
CCCSc1nnc(NC(=O)Nc2ccccc2)s1	6	-2	-1	0	10	-47	0	105	-3	-1
COc1ccc(Cc2nc3ccc(C(=O)N(C)C(C)c4ccon4)cc3o2)cc1 (configuration not stated)	-5	5	-3	0	-1.0	5	-13	96	-4	3
Cc1cc(N2CCN(c3ccccc3)CC2)nc(N2CCOCC2)n1	26	0	-18	0	-4.2	22	-16	96	4	-2
Cc1ccc(S(=O)(=O)N2[C@@H](c3ccccc3)C(C(=O)O)=CC[C@H]2c2ccc(Cl)c(Cl)c2)cc1	4	2	-3	-2	-1.2	7	2	104	-1	5
CC(OC(=O)c1cn(-c2ccccc2)nc1-c1cccnc1)C(N)=O (configuration not stated)	24	0	-1	-2	-3.0	16	-3	107	10	-3
COc1ccc(OC)c(C2C/C(=N/O)C(C)C(c3cc(OC)ccc3OC)N2)c1 (configuration not stated)	11	-2	4	7	1.6	-8	3	118	-9	2
COc1ccc(C(=O)N2CCCN(C)CC2)cc1S(=O)(=O)N1CCCc2ccccc21	-1	0	-11	7	-2.0	11	6	.	-1	0
Cc1ccc(OCCNC(=O)C2CC(=O)N(Cc3ccccc3)C2)cc1 (configuration not stated)	35	-3	3	3	-2.0	8	-3	106	18	4
CC(=O)c1ccc(NC(=O)COC(=O)c2c3c(nc4ccccc24)/C(=C\c2cccs2)CCC3)cc1	14	-3	-9	-5	0.0	0	-8	.	23	4
CCOC(=O)c1ccc(S(=O)(=O)N2CCC(N3CCCCCC3)CC2)cc1	.	-1	0	-1	.	.	-10	99	.	.
O=C(Nc1ccc(Cl)c(Cl)c1)Nc1ccccn1	1	0	-5	-1	0.8	-3	-2	107	5	-1
COc1ccccc1CNC(=O)C1CCC(CNS(=O)(=O)c2ccc(NC(C)=O)cc2)CC1 (configuration not stated)	9	0	7	3	-3.2	14	-1	97	4	-1
Cc1cn(COC/C=C/c2ccccc2)c(=O)[nH]c1=O	5	3	-3	1	2.3	-14	-7	85	-38	15
Cc1ccc(/C=C2/NC(=O)N(Cc3ccccc3F)C2=O)s1	3	-2	-11	1	2.2	-16	-6	131	18	4
COc1ccccc1C(CNC(=O)CN(C)S(=O)(=O)c1ccc(C)cc1)N1CCCC1 (configuration not stated)	0	1	-1	2	-0.7	3	2	107	3	-1

Screening data deposited in PubChem by several laboratories.
